Apaf-1 inh – inhibitors of human Apaf-1 apoptosome, primary screen, biochemical, DEVD-Rh110 fluorescence, uHTS; Apoptotic protease-activating factor 1 (Homo sapiens), O14727; reconstituted apoptosome caspase-3 activity; inhibition, % at 20 µM; actives 0.71% (n = 330,000); active = inhibition of at least 40% at 20 µM;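 note: plate controls were DMSO wells for no effect and DEVD-CHO caspase inhibitor wells for full effect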
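Material: reconstituted apoptosome with Apaf-1, cytochrome c, caspase-9, procaspase-3, dATP. Technique: Rh110 fluorescence intensity. Buffer or medium: pH 7.5 Hepes buffer with CHAPS, BSA, DTT. Times: 30 min plus 50 min, RT.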
697 NFkB inh – inhibitors of PMA/ionomycin-induced NF-kB reporter, 697 cells, primary screen, B-cell NF-kB inhibitor project, cell-based, luminescence, uHTS | inhibition, % at 4 µM | 697 B-cell NF-kB luciferase reporter, 16 h | actives 0.33% (n = 330,000) | AID 435022, 2010; in the data active = inhibition above about 35%
CCR6 antag – CCR6 receptor antagonists, primary screen, cell-based, CHO-K1, luminescence, beta-arrestin, uHTS. actives 0.49% (n = 340,000). C-C chemokine receptor type 6 (Homo sapiens), P51684. inhibition, % at 20 µM. CHO-K1 CCR6 PathHunter beta-arrestin, CCL20-stimulated;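 active = compounds whose inhibition of the agonist-driven luminescence signal at 20 µM reaches about 50%, limit read from the data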;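 note: cells stimulated with CCL20 at 14 nM final; plate controls were DMSO with CCL20 for no effect and DMSO without agonist for full effect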
SENP8 block – SENP8 protease inhibitors, primary screen, biochemical, luminescence; purified SENP8, Z-RLRGG-aminoluciferin cleavage; inhibition, % at 10 µM; actives 1.2% (n = 330,000)
Target sequence (Q96LD8 whole entry, looked up): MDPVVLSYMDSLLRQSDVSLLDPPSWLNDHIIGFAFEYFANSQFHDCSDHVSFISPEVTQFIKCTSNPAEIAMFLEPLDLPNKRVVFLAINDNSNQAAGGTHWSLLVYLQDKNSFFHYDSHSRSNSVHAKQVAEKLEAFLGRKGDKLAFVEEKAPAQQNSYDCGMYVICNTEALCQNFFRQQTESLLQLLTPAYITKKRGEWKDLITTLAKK
Jurkat NFkB inh – inhibitors of induced NF-kB luciferase reporter, primary screen, TCR NF-kB activation inhibitor project, cell-based, luminescence, uHTS | Jurkat, PMA/ionomycin-induced NF-kB luciferase reporter | inhibition, % at 4 µM | actives 0.53% (n = 330,000) | AID 435003, 2010
EBI2 antag – EBI2 receptor antagonists, beta-arrestin recruitment, primary screen, cell-based, luminescence, 7a,25-OHC stimulation, uHTS; 7a,25-OHC stimulated; G-protein coupled receptor 183 (Homo sapiens), P32249; AID 651636, 2012; inhibition, % at 5 µM; actives 0.81% (n = 360,000); in the data active = inhibition above about 38%;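 note: enzyme fragment complementation signal reports receptor beta-arrestin coupling in cells; 0% = agonist plus DMSO wells and 100% = wells without agonist; some results beyond the cut were filed as inactive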
Target sequence (P32249 whole entry, looked up, the tested form may be a part): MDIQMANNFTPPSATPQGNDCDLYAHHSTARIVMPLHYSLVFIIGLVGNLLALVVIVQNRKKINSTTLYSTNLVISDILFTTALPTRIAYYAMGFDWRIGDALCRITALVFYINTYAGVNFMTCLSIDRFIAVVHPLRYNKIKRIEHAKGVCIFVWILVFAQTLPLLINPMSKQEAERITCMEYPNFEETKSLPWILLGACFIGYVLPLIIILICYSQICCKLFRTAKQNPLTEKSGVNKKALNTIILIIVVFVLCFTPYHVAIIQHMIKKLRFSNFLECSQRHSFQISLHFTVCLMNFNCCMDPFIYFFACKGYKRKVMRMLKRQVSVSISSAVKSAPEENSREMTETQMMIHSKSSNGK
UBC13 polyUb – UBC13 polyubiquitin chain formation inhibitors, primary screen, biochemical, TR-FRET, uHTS | inhibition, % at 20 µM | actives 0.47% (n = 330,000); in the data active = inhibition above about 45%, passing the limit was not always enough
Target sequence (P61088 whole entry, looked up): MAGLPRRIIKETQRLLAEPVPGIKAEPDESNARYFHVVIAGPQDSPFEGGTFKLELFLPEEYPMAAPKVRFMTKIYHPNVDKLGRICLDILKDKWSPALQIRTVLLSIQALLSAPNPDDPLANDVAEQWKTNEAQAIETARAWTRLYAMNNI
Gli-Sufu block – Gli-Sufu pathway antagonists, primary screen, luciferase luminescence, Sufu-KO-LIGHT cells, uHTS; Sufu-KO-LIGHT fibroblasts, Gli luciferase reporter luminescence; inhibition, % at 5 µM; actives 0.74% (n = 340,000); AID 588413, 2011;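 active = inhibition above about 55%, limit read from the data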;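 note: 0% = DMSO-treated cells and 100% = wells with medium but no cells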
Active calls of the source: *; nt = no result given. Cut-off read from the data, not from the text of the source, unless noted: active = inhibition above about 50%; inactive = the rest.

SMILES	Apaf-1 inh	697 NFkB inh	CCR6 antag	SENP8 block	Jurkat NFkB inh	EBI2 antag	UBC13 polyUb	Gli-Sufu block
O=C(N/N=C\c1cn[nH]c1-c1ccccc1)c1cccs1	-2	2	12	-4	-13	-49	18	4
CCCNCc1cc(OCC)c(OCC(=O)Nc2ccccc2)cc1Br	11	-3	13	3	-10	4	12	30
CC(Cl)C(=O)Nc1ccccc1C#N (centres undefined)	-10	13	4	-5	-5	7	-2	-4
CCC1(c2ccccc2)NC(=O)N(Cc2cccc([N+](=O)[O-])c2)C1=O (centres undefined)	5	-5	16	4	-6	0	-9	1
COc1ccc(N2CC(C(=O)Nc3nnc(Cc4ccccc4)s3)CC2=O)cc1 (centres undefined)	17	10	9	-1	2	-6	6	-13
C=CCN1C(=O)C(CC(=O)Nc2ccccc2F)S/C1=N\c1nccs1 (centres undefined)	-30	5	14	-10	1	4	-4	0
Cc1cnc(C(=O)Nc2ccc(N3CCCCC3)cc2)cn1	1	-93	4	-13	-84	-10	-11	-81
C/C(=N\NC(=O)c1ccc(-c2ccccc2)cc1)C1C(=O)c2ccccc2C1=O	11	-31	17	8	-21	7	-46	1
CCC(C)[C@H]1CN=C(N)N1CCCc1cc(OC)c(OC)c(OC)c1 (some centres undefined)	0	4	-9	-5	-15	-6	42	-7
Cc1ccc(Nc2c(-c3cccnc3)nc3ccc(Br)cn23)cc1	-5	11	14	4	3	10	6	7
Cc1nc(CS(=O)(=O)c2ccccn2)sc1C(=O)NNC(=O)c1c(F)cccc1Cl	21	-5	2	0	7	-1	1	4
CCOc1ccccc1N1CCN(S(=O)(=O)c2cccs2)CC1	-7	22	6	2	-1	2	1	2
c1ccc(Cn2c(NCc3ccco3)nc3ccccc32)cc1	19	-16	15	0	13	6	-2	9
CS(=O)(=O)c1nc(S(=O)(=O)c2ccc(Cl)cc2)c(N2CCCCCC2)s1	12	-8	19	4	9	7	0	-4
COc1ccc(OC)c(C(O)c2nc3ccccc3n2C(C)C)c1 (centres undefined)	7	0	8	-3	3	-6	-1	4
C=CCc1ccccc1OCC(=O)OCCNC(=O)c1cccnc1	-2	-26	-3	-6	0	-2	4	14
CCc1ccc(N(C(=O)CNC(=O)c2ccco2)C(C(=O)NCC2CCCO2)c2ccccc2)cc1 (centres undefined)	-5	0	3	-7	2	-1	1	8
CCCn1nnnc1SCC(=O)c1ccc2c(c1)OCCO2	11	-35	2	-17	-30	15	-18	-4
OC(C#CCCN1CCCCC1)(c1ccccc1)c1ccccc1	-8	1	-5	-3	-7	-1	11	-4
O=C(Nc1ccc2[nH]c(=S)sc2c1)c1ccccc1	4	-49	6	42	-59	8	-21	-69
Cn1nnnc1SCc1ccc([N+](=O)[O-])cc1	-3	6	-6	-3	6	8	7	-1
O=C(COC(=O)CCC(=O)c1ccc(F)cc1)Nc1cccc(S(=O)(=O)N2CCOCC2)c1	4	-1	2	-10	-8	0	-8	-31
CN(C1CCCCC1)S(=O)(=O)c1ccc(C(=O)N2CCN(c3nc4ccccc4s3)CC2)cc1	-3	7	4	-16	27	7	-8	31
CCCC[n+]1ccc(-c2nc3ccc([N+](=O)[O-])cc3[nH]2)cc1	9	-33	3	-9	-9	-2	-18	4
COc1ccc(C2=NO[C@@](CC(=O)O)(C(=O)Nc3ccc4c(c3)OCCO4)C2)cc1	11	-24	-9	-9	-16	-11	-4	-2

At a glance, 14 of the compounds above:
SMILES	Apaf-1 inh	697 NFkB inh	CCR6 antag	SENP8 block	Jurkat NFkB inh	EBI2 antag	UBC13 polyUb	Gli-Sufu block
CCOc1ccccc1N1CCN(S(=O)(=O)c2cccs2)CC1	-7	22	6	2	-1	2	1	2
c1ccc(Cn2c(NCc3ccco3)nc3ccccc32)cc1	19	-16	15	0	13	6	-2	9
CS(=O)(=O)c1nc(S(=O)(=O)c2ccc(Cl)cc2)c(N2CCCCCC2)s1	12	-8	19	4	9	7	0	-4
COc1ccc(OC)c(C(O)c2nc3ccccc3n2C(C)C)c1 (centres undefined)	7	0	8	-3	3	-6	-1	4
C=CCc1ccccc1OCC(=O)OCCNC(=O)c1cccnc1	-2	-26	-3	-6	0	-2	4	14
CCc1ccc(N(C(=O)CNC(=O)c2ccco2)C(C(=O)NCC2CCCO2)c2ccccc2)cc1 (centres undefined)	-5	0	3	-7	2	-1	1	8
CCCn1nnnc1SCC(=O)c1ccc2c(c1)OCCO2	11	-35	2	-17	-30	15	-18	-4
OC(C#CCCN1CCCCC1)(c1ccccc1)c1ccccc1	-8	1	-5	-3	-7	-1	11	-4
O=C(Nc1ccc2[nH]c(=S)sc2c1)c1ccccc1	4	-49	6	42	-59	8	-21	-69
Cn1nnnc1SCc1ccc([N+](=O)[O-])cc1	-3	6	-6	-3	6	8	7	-1
O=C(COC(=O)CCC(=O)c1ccc(F)cc1)Nc1cccc(S(=O)(=O)N2CCOCC2)c1	4	-1	2	-10	-8	0	-8	-31
CN(C1CCCCC1)S(=O)(=O)c1ccc(C(=O)N2CCN(c3nc4ccccc4s3)CC2)cc1	-3	7	4	-16	27	7	-8	31
CCCC[n+]1ccc(-c2nc3ccc([N+](=O)[O-])cc3[nH]2)cc1	9	-33	3	-9	-9	-2	-18	4
COc1ccc(C2=NO[C@@](CC(=O)O)(C(=O)Nc3ccc4c(c3)OCCO4)C2)cc1	11	-24	-9	-9	-16	-11	-4	-2

(cont.)
SMILES	Apaf-1 inh	697 NFkB inh	CCR6 antag	SENP8 block	Jurkat NFkB inh	EBI2 antag	UBC13 polyUb	Gli-Sufu block
N#Cc1c(N)nc(N)nc1Nc1ccc(Br)cc1	13	-123	0	22	-92	7	2	-126
N#CC1=C(N)n2c(s/c(=C\c3ccco3)c2=O)=C(C#N)C1c1ccco1 (centres undefined)	15	8	24	10	10	4	-5	3
Cc1cccc(/C=N/NC(=O)CN2CCCCCCC2)c1	-1	-1	-3	0	-2	-11	6	-13
CC1CC(CC(=O)NNc2nc(-c3ccccc3)cs2)C(=O)O1 (centres undefined)	1	3	0	-8	2	0	1	-7
O=C(CN1CCN(Cc2ccccc2Cl)C1=O)NC1CCCCCC1	3	-25	12	-2	-10	7	5	0
Cc1cc(C)c2nc(-c3ccncc3)cc(C(=O)N3CCN(Cc4ccccc4Cl)CC3)c2c1	33	-19	5	-5	2	9	3	16
COc1ccc(C)cc1S(=O)(=O)N(CC(=O)N1CCCC1)c1ccc(C)cc1	-7	16	14	-3	20	5	-10	-1
O=C(NCC1CCCO1)C(=O)N/N=C/c1c(F)cccc1Cl (centres undefined)	4	-1	4	-2	-12	-1	-6	16
COc1ccc(Cl)cc1NC(=O)CN(C)C(C)C(=O)NCC1CCCCC1 (centres undefined)	13	-23	15	6	0	20	-6	6
CCCn1c(N)c(N2CCCCC2)c(=O)n(CC(=O)Nc2ccc(OC(F)(F)F)cc2)c1=O	-2	25	-3	3	2	-1	1	-1
CC1(C(=O)N2CCC(CO)(Cc3cccc(C(F)(F)F)c3)CC2)CC1	4	-56	17	11	6	0	-6	-1
CC(=O)CC(=O)NC(=NC1CCCCC1)Nc1nc(C)cc(C)n1	17	-22	9	-4	5	3	-8	16
Cc1ccc(-c2c(C#N)c(N)nc3c2CCCC3)s1	1	-6	-1	-1	18	-7	13	9
C#CCSc1ncc(S(=O)(=O)c2ccccc2)c(=O)[nH]1	1	-6	3	1	15	6	8	6
Cc1cccc(-c2nc3ccccc3c(=O)n2NC(=O)/C=C/c2ccc([N+](=O)[O-])cc2)c1	34	-32	-5	1	-1	-17	-7	9
O=C(CCN1C(=O)/C(=C/c2cccs2)SC1=S)Nc1cccc(C(=O)O)c1	20	22	10	1	-23	7	-12	-8
O=C(COC(=O)/C=C/c1cccc(Cl)c1)NC(=O)NCc1ccccc1	16	-5	12	-11	-8	-3	-7	7
COc1ccccc1CNC(=O)/C=C/c1ccc(Br)o1	-4	22	0	-2	-5	12	11	-4
CCOc1ccc(NC(=O)Cc2c(O)c3ccccc3[nH]c2=O)cc1	-7	22	-2	3	8	-1	-1	-2
O=S(=O)(c1ccc(Cl)cc1)c1nc(-c2ccccc2F)oc1NCCCN1CCOCC1	28	-5	-1	0	0	-3	-1	32
Cc1ccc(S(=O)(=O)N2CCCCC2)cc1NC(=O)CSc1nnc(C2CC2)n1C	-10	1	1	8	2	0	2	-11
COc1ccc(C2C(C(=O)OCC(=O)Nc3ccc(C)cc3)CCC(=O)N2c2ccc(OC)cc2)cc1 (centres undefined)	5	17	1	7	9	6	8	-1
CCN(CC)S(=O)(=O)c1ccc(C(=O)NC2=NCCS2)cc1	-8	8	14	4	6	9	7	0
Cc1nc(SCC(=O)N2CCN(c3ccccc3)CC2)c2oc3ccccc3c2n1	26	-9	-2	-8	-7	-3	10	10
CCOc1cccc2cc(-c3cn4cc(C)ccc4n3)c(=O)oc12	-12	-122	2	9	-93	8	-35	-83
SMILES	Apaf-1 inh	697 NFkB inh	CCR6 antag	SENP8 block	Jurkat NFkB inh	EBI2 antag	UBC13 polyUb	Gli-Sufu block
NC(=O)c1ccccc1NC(=O)CCCN1C(=O)CCC1=O	4	-9	7	-1	-14	8	-9	-15
O=C(COc1ccccc1[N+](=O)[O-])NC1CC1	-2	1	4	-7	8	0	-2	2
CC/C=C/C(=O)N1CC2(CC(c3cccc(NC(=O)CCCCC)c3)=NO2)C[C@H]1C(N)=O (some centres undefined)	3	10	7	3	2	1	-8	-1
COC(=O)/C=C1\NCCSC1=O	-17	24	-8	3	3	2	5	nt
Cc1cc(=O)oc2cc(NC(=O)CCC(=O)O)ccc12	-16	6	12	-4	4	-7	12	1
O=C(OCc1c(Cl)nc2sccn12)c1cc2c(s1)CCCC2	-7	7	-4	-2	2	-1	5	0
C[C@H](CO)N1C[C@H](C)[C@@H](CN(C)C(=O)Nc2ccc3c(c2)OCO3)Oc2ccc(NC(=O)Nc3ccc4c(c3)OCO4)cc2C1=O	2	-15	-4	-7	-4	-4	-15	-8
CCCNCc1cc(Br)ccc1OCC(=O)NCCc1ccccc1	1	-21	22	-14	-9	5	0	4
C1=C(c2ccccc2)Nc2nnnn2C1	9	-5	-4	-12	0	-9	1	-2
CN1CCN(C(=O)c2ccc3c(=O)n(Cc4ccco4)c(=S)[nH]c3c2)CC1	3	-21	24	4	2	-3	-8	-4
O=C(COC(=O)c1ccc2ncsc2c1)Nc1ccccc1Br	-8	16	13	-4	4	3	10	-30
COc1ccc(-c2csc(NC(=O)C3CC(=O)N(c4ccc5c(c4)OCCO5)C3)n2)cc1 (centres undefined)	16	2	-13	4	20	-10	-17	19

An excerpt of these results, with each value named:
> Cc1cc(=O)oc2cc(NC(=O)CCC(=O)O)ccc12
  Apaf-1 inh: -16
  697 NFkB inh: 6
  CCR6 antag: 12
  SENP8 block: -4
  Jurkat NFkB inh: 4
  EBI2 antag: -7
  UBC13 polyUb: 12
  Gli-Sufu block: 1

> O=C(OCc1c(Cl)nc2sccn12)c1cc2c(s1)CCCC2
  Apaf-1 inh: -7
  697 NFkB inh: 7
  CCR6 antag: -4
  SENP8 block: -2
  Jurkat NFkB inh: 2
  EBI2 antag: -1
  UBC13 polyUb: 5
  Gli-Sufu block: 0

These rows are one share of the data (hit frequency here may not be typical).
